Sm TGR inh – S. mansoni TGR enzyme inhibition; Potency, µM (doses to about 114 µM), without a hit: at the highest dose activity change, negative = inhibition, hits mostly inhibitors; purified TGR, DTNB reduction, TNB absorbance 405 nm; Q962Y6; hit rate 3% among 360,000; AID 485364; further: potency means the concentration at half of the fitted maximal effect; nearly all actives have a fitted effect of over 60% in size
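First, TGR (20 nM dispensed) and NADPH were mixed with compound. Second, a 15 min room-temperature incubation followed. Third, further NADPH and then DTNB were added to start the reaction. Finally, TNB absorbance was monitored kinetically.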
HCMV inh – blocks human cytomegalovirus replication | HFF cells, HCMV-luciferase reporter, 72 h; active compounds read low | activity change, negative = inhibition, % at 57.5 µM | hit rate 4.5% among 410,000 | AID 1259415; in the data active means activity change below about -60%; inconclusive means no clear call, values can overlap the other calls; inactive means above about -39%
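After 16 h attachment at 37C, HFF cells received test compound and HCMV-luciferase (1 PFU/cell); reporter luminescence read 72 h later, data normalized against buffer-only and known inhibitor Salinomycin.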
Giardia FBPA inh – inhibitors of Giardia lamblia fructose-1,6-bisphosphate aldolase; A8B2U2; purified Giardia FBPA; Potency, µM (titrated, usually from 59.6 µM), for the others: top-dose activity, negative = inhibition, most hits filed as inhibitors; hit rate 0.71% among 290,000; AID 2451; further: potency means the concentration at half of the fitted maximal effect; nearly all actives have a fitted effect of over 55% in size
Target sequence (A8B2U2 whole entry, looked up): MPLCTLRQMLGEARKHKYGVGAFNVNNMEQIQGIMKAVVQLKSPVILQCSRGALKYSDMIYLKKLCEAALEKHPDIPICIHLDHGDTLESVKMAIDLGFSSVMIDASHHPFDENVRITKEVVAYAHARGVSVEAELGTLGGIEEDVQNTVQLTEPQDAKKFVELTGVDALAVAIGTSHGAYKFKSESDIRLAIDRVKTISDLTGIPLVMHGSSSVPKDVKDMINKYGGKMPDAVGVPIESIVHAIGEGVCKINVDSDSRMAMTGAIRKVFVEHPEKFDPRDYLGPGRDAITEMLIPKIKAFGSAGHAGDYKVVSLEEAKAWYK
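40 nM FBPA preincubated 10 min at RT with compound (up to 57.5 uM final), then substrate plus GAPDH/TPI/NAD/arsenate coupling and diaphorase/resazurin added. Fluorescence read after 20 min at RT, 525/598 nm.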
AMA1 RON2 block – inhibitors of Plasmodium falciparum AMA1-RON2 interaction | AlphaScreen AMA1-biotinylated RON2 peptide binding | Potency, µM (doses to about 58.2 µM), without a hit: top-dose activity change, negative = inhibition, hits mostly inhibitors | hit rate 0.2% among 360,000 | AID 720542;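 further: potency means the concentration at half of the fitted maximal effect; 0% = vehicle wells and -100% = peptide control; nearly all actives have a fitted effect of over 45% in size; some results filed as inactive show a strong effect at the top dose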
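AMA1 (3D7) with his tag at 25 nM final met compounds first, then biotinylated RON2 peptide at 25 nM; detection used donor plus acceptor beads, 10 µg/mL apiece, read by AlphaScreen after 30 min at room temperature.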
AmpC detergent – blocks E. coli AmpC beta-lactamase in detergent assay. P00811. AmpC hydrolysis of nitrocefin, absorbance 480 nm, 0.01% Triton. Potency, µM (titrated, usually from 114 µM), for the others: at the highest dose activity change, negative = inhibition, actives largely listed as inhibitors. hit rate 0.041% among 370,000. AID 485294;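 further: potency means the concentration at half of the fitted maximal effect; 0% = no-compound wells and -100% = no-enzyme wells; nearly all actives have a fitted effect of over 25% in size; some results filed as inactive show a strong effect at the top dose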
Target sequence (P00811 whole entry, looked up): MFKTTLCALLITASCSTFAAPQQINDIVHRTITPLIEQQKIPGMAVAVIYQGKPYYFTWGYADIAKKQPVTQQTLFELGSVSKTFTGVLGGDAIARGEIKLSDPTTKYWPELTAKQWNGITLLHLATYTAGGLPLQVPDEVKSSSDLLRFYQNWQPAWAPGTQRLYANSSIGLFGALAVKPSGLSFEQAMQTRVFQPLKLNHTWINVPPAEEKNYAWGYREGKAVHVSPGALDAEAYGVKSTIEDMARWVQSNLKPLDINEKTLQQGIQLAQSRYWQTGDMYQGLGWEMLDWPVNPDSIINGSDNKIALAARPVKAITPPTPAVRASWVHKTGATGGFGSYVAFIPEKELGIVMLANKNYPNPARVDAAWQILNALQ
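AmpC (5.3 nM in the dispensed reagent) in 20 mM phosphate pH 7.0 with 0.01% (detergent screen) or 0.0001% Triton X-100 was preincubated with compounds for 15 min at room temperature. Nitrocefin was then added from an 800 uM solution, and hydrolysis was followed at 480 nm.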
AmpC no deterg – AmpC beta-lactamase inhibition without detergent | AID 485341 | Potency, µM (highest dose often 57.1 µM), for the others: top-dose activity change, negative = inhibition, most hits filed as inhibitors | AmpC nitrocefin hydrolysis, absorbance 480 nm, 0.0001% Triton | hit rate 0.52% among 330,000;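 further: potency means the concentration at half of the fitted maximal effect; plate controls were no compound for no effect and no enzyme for full effect; nearly all actives have a fitted effect of over 20% in size; some results filed as inactive show a strong effect at the top dose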
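AmpC (5.3 nM in the dispensed reagent) in 20 mM phosphate pH 7.0 with 0.01% (detergent screen) or 0.0001% Triton X-100 was preincubated with compounds for 15 min at room temperature. Nitrocefin was then added from an 800 uM solution, and hydrolysis was followed at 480 nm.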
* = called active by the depositor; ? = inconclusive; nt = no result given; & = joins results of further samples; [ ] = dose if it differs, or a comment. Unless noted, the call rests on the fitted dose curve; in most records, active means well fitted curve in the direction sought with a large enough effect; inconclusive means small, poorly fitted or top-dose-only effect, or another doubt; inactive means no such curve, though single readings can be large; an effect the other way counts as inactive or inconclusive. Unless noted, on the % scale 0 is the no-effect control and ±100 the full control effect.

The first 2 records (preview)
molecule	Sm TGR inh	HCMV inh	Giardia FBPA inh	AMA1 RON2 block	AmpC detergent	AmpC no deterg
Cc1c(C(=O)N2CCOCC2)oc2ccccc12	-4%	-12	nt	0%	-5%	-18%
CC(C)C(=O)Nc1nnc(SCC(=O)N2C(C)CCCC2C)s1 (centres undefined)	-10%	-29	1%	8%	-7%	-3%

The listing, previewed entries included:
molecule	Sm TGR inh	HCMV inh	Giardia FBPA inh	AMA1 RON2 block	AmpC detergent	AmpC no deterg
Cc1c(C(=O)N2CCOCC2)oc2ccccc12	-4%	-12	nt	0%	-5%	-18%
CC(C)C(=O)Nc1nnc(SCC(=O)N2C(C)CCCC2C)s1 (centres undefined)	-10%	-29	1%	8%	-7%	-3%
O=C(COc1nsnc1N1CCOCC1)Nc1ccc(Cl)cc1	nt	-10	1%	-16%	3%	-9%
Cc1cc(OCCn2ccnc2)ccc1C(C)C	-11%	-36	?	?	-6%	15%
Cc1ccc(-n2c(SCC(N)=O)nnc2-c2ccc(S(=O)(=O)N3CCCCC3)cc2)c(C)c1	5%	-38	-3%	0%	3%	181%[activator]
COc1ccc2sc(-c3ccc(SC)cc3)c(C#CC(C)(C)O)c2c1	-13%	42	nt	-7%	-11%	55%
COc1ccc(CN(C)C2CCCCC2)cc1	-26%	38	0%	3%	?	-24%
CC(C)CCNC(=O)c1ccc(OC2CCN(S(=O)(=O)N(C)C)CC2)cc1	3%	?	0%	2%	2%	39%
N=c1n(Cc2ccccc2)c2ccccc2n1CC(O)c1ccccc1 (centres undefined)	4%	?	-1%	-10%	-15%	3%
CC1CCCCC1NC(=O)CSc1ccsc1[N+](=O)[O-] (centres undefined)	2%	?	2%	-16%	5%	-23%
CCCCN(C(=O)c1ccc(COc2ccccc2)o1)c1c(N)n(CC(C)C)c(=O)[nH]c1=O	-6%	37	nt	0%	-8%	-11%
COc1cc(C2C(C#N)=C(N)OC3=C2C(=O)CCC3)cc2c1OCO2 (centres undefined)	-21%	?	-8%	-13%	-6%	-11%
OCCN1CCN(c2ncnc3c2c(-c2ccccc2)cn3-c2ccc(F)cc2)CC1	1%	-12	4%	-23%	5%	203%[activator]
COc1ccccc1N1C(=O)C2C(C(=O)c3ccccc3)=NN(c3ccc(Br)cc3)C2C1=O (centres undefined)	?	2	5%	11%	10%	-25%
O=C(COc1ccccc1[N+](=O)[O-])Nc1cc(C(=O)O)cc(C(=O)O)c1	8%	13	-5%	-9%	7%	-10%
COC(=O)C1=C(c2ccc(OC(F)(F)F)cc2)C[C@@H]2CC[C@H]1N2C(=O)NCCOc1ccccc1Cl	-17%	-8	nt	-7%	-6%	103%[activator]
CC(NCc1cccs1)c1ccccc1 (centres undefined)	nt	?	-10%	-10%	-5%	-7%
COc1cc(NC(=O)CN2C(=O)CCc3cc(Br)ccc32)cc(OC)c1OC	-1%	7	nt	nt	2%	nt
O=C(NCCc1ccc(Cl)cc1)c1nnc(Cc2ccc(Cl)cc2)o1	-11%	-8	-2%	18%	?	-24%
CC(C)CNC(=O)c1cc2nc3c(c(C(F)(F)F)n2n1)CCc1ccccc1-3	4%	-67*	2%	11%	?	-17%

Single records (already shown). Order of screens: Sm TGR inh | HCMV inh | Giardia FBPA inh | AMA1 RON2 block | AmpC detergent | AmpC no deterg
COc1cc(NC(=O)CN2C(=O)CCc3cc(Br)ccc32)cc(OC)c1OC is listed with -1% | 7 | nt | nt | 2% | nt
CCCCN(C(=O)c1ccc(COc2ccccc2)o1)c1c(N)n(CC(C)C)c(=O)[nH]c1=O is listed with -6% | 37 | nt | 0% | -8% | -11%

The listing continues:
molecule	Sm TGR inh	HCMV inh	Giardia FBPA inh	AMA1 RON2 block	AmpC detergent	AmpC no deterg
O=S(=O)(c1ccc2ncn(O)c2c1)N1CCOCC1	-2%	35	5%	-5%	-11%	-10%
Cc1ccc(N(Cc2ccccc2)C(=O)c2cc(S(=O)(=O)N3CCOCC3)ccc2F)cc1	0%	?	nt	2%	-10%	44%
CCC(=O)N1CCc2cc(S(=O)(=O)NC(Cc3ccccc3)C(=O)Nc3nccs3)ccc21 (centres undefined)	10%	-22	1%	17%	?	-10%
CCN(CC)c1ccc2nc3c(=O)n(C)c(=O)n(C)c3nc2c1	?	-24	nt	nt	19%	nt
COc1cccc(N2CC(NC(=O)/C=C\c3ccccc3)CC2=O)c1 (centres undefined)	4%	82	nt	nt	2%	nt
Cc1ccc2c(c1)c1c(n2CC(O)CNC2CCCCC2)CCCC1 (centres undefined)	3%	-105*	-14%	?	3%	34%
COc1ccc(CCC(=O)OCC(=O)N2CCN(S(=O)(=O)c3ccc(C)cc3C)CC2)cc1	-1%	-8	nt	6%	5%	32%
Oc1ccccc1OCC(O)c1ccccc1 (centres undefined)	-1%	-12	-3%	-2%	?	-18%
CCCCOC(=O)C1=C(C)Nc2nnnn2C1c1ccccc1Cl (centres undefined)	-6%	-28	-14%	4%	-6%	0%
NC(=O)c1ncc(C(F)(F)F)cc1Oc1cccc(C(F)(F)F)c1	8%	-30	0%	4%	-9%	0%
O=C(N/N=C/c1ccco1)c1ccccc1OCc1ccccc1Cl	-6%	?	-3%	44%[activator]	-2%	-22%
Cn1c(=O)[nH]c(=O)c2c1nc(Br)n2C/C=N/NC(=O)c1ccccc1	-9%	23	1%	12%	-15%	-19%
CCN1C(=O)CC(N2CCC(C(=O)N3CCOCC3)CC2)C1=O (centres undefined)	-6%	17	1%	3%	?	-24%
CCOC(=O)c1c(-c2ccc(C)cc2)csc1NC(=O)CCN1CCOCC1	1%	?	?	-20%	1%	240%[activator]
Cc1ccc(CNC(=O)c2ccc(N3CCC4(CC3)CC(c3cccc(Br)c3)=NO4)c(NC(=O)c3cccc(C)c3)c2)cc1	-6%	29	nt	-2%	-8%	-26%
CCOc1ccc(-n2c(=O)c3c(C)c(C)sc3n(CC(=O)Nc3ccc(CC)cc3)c2=O)cc1	1%	-25	nt	nt	2%	nt
O=C(CN1C(=O)/C(=C/c2ccccc2Cl)SC1=S)NC1CCS(=O)(=O)C1 (centres undefined)	0%	-8	nt	70%[activator]	1%	14%
Cc1ccc2[nH]c3c(N4CCOCC4)ncnc3c2c1	-12%	?	-3%	11%	1%	-17%
CCNC(=S)N1CCN(S(=O)(=O)/C=C/c2ccccc2)CC1	-10%	?	8%	4%	?	6%
Cc1cc(NC(=O)c2ccccc2)cc(NC(=O)c2ccccc2)c1C	-5%	18	5%	-4%	-11%	-9%

Additional results:
molecule	Sm TGR inh	HCMV inh	Giardia FBPA inh	AMA1 RON2 block	AmpC detergent	AmpC no deterg
COc1ccc(C)cc1NC(=O)C(NS(=O)(=O)c1cccs1)c1ccccc1 (centres undefined)	3%	-4	nt	nt	12%	nt
COc1ccc(N(CC(=O)Nc2cc(Cl)ccc2C)S(=O)(=O)c2c(C)noc2C)cc1	1%&5%	?	nt	-1%	-3%&6%	-39%
C/C(Cn1nnc([N+](=O)[O-])n1)=N\NC(=O)c1cccc(Cl)c1	-8%	-5	?	7%	-8%	-35%
O=C(CCNC(=O)c1ccco1)NCCN1C(=O)S/C(=C\c2ccc(F)cc2)C1=O	-9%	1	nt	-6%	-3%	-5%
COc1cccc(/C=N/n2c(C3CCCCC3)n[nH]c2=S)c1O	-23%	-27	-8%	80%[activator]	0%	-35%
CCn1cc(C(=O)NCc2ccc3c(c2)OCO3)c(=O)c2cc(F)c(N3CCN(C)CC3)cc21	-5%	-4	5%	-7%	8%	nt
CCCC(=O)Nc1nnc(S(=O)(=O)N(CC(C)C)c2ccccc2)s1	0%	-25	4%	-5%	-2%	-17%
S=C(NCc1ccccn1)Nc1ccc(Br)cc1Cl	3%	1	-8%	5%	?	-1%[2.29 µM]
Cc1csc(NC(=O)CSc2nnc(-c3ccccc3)o2)n1	0%	20	0%	44%[activator]	-1%	-19%
CC(Oc1cccnc1[N+](=O)[O-])C(=O)Nc1ccc(Cl)cn1 (centres undefined)	3%	17	nt	2%	4%	-12%
COc1ccc(Cl)cc1NC(=O)CN1CCc2ccccc2C1	2%	-75*	-8%	-9%	-3%	-52%
Nn1c(SCC(=O)NC(=O)NC2CCCC2)nnc1-c1ccccc1F	-33%	-8	-4%	-2%	-8%	-17%
Clc1ccccc1CONc1ncnc2nonc12	12%	?	-1%	-2%	-1%	-32%
COc1ccc(N(CC(=O)Nc2ccccc2C(=O)NCC(C)C)S(C)(=O)=O)cc1	-2%	-8	3%	10%	?	-5%
CCCc1cc(=O)n2[nH]c(CCc3ccccc3)nc2n1	-4%	0	?	3%	-18%	-22%
CCN(CC)S(=O)(=O)c1ccc(NC(=O)CCNC(=O)c2ccco2)cc1	-5%	50	7%	-1%	-6%	-9%
O=C(Nc1nc2ccccc2[nH]1)C1CCC1	-8%	30	0%	-2%	1%	-20%
O=C(NCc1ccco1)C(c1ccccc1)N(Cc1cccnc1)C(=O)Cn1nnc2ccccc21 (centres undefined)	40µM*	20	0%	-9%	?	-17%
CCN(C[C@H]1N[C@@](CC)(C(=O)OC)[C@H]2C(=O)N(Cc3ccccc3)C(=O)[C@@H]12)C(=O)Nc1ccc(C(F)(F)F)cc1	nt	-9	nt	3%	nt	-10%
CC(C)CC(=O)Nc1ccc2ccccc2c1	-6%&8%	-5	-1%&-3%	-16%	6%&-1%	-3%&-28%

(list continues)
molecule	Sm TGR inh	HCMV inh	Giardia FBPA inh	AMA1 RON2 block	AmpC detergent	AmpC no deterg
O=c1[nH]cnc2c1sc1nc3c(c(-c4ccc(Cl)cc4)c12)CCC3	-21%	?	4%	7%	-1%	-15%
C/C=C/C(=O)Nc1cccc(C2=NOC3(C2)C[C@H](C(N)=O)N(C(=O)c2ccccc2C(=O)c2ccccc2)C3)c1 (some centres undefined)	-14%	nt	3%	nt	-3%	145%[activator]
O=C(NCc1nc2ccccc2[nH]1)C1=C[C@H](c2ccccc2)C[C@H](OCc2ccc(CO)cc2)O1	-14%	7	-30%	45%[activator]	1%	7%
O=c1c2c3c(sc2nc(NCCO)n1CCc1ccccc1)CCCCC3	-1%	-35	-8%	?	-11%	25%
CCCCNS(=O)(=O)c1ccc2nc(-c3cccnc3)cc(C(=O)NCCC)c2c1	15%	-66*	nt	nt	2%	nt
NC(=O)CSc1nc2c(c(=O)n1-c1ccccc1)C1(CCCCC1)Cc1ccccc1-2	-1%	-93*	-1%	21%	-9%	-28%
Cc1cccc(S(=O)(=O)C(C#N)c2nc3ccccc3nc2N2CC(C)OC(C)C2)c1 (centres undefined)	-1%	-19	?	-2%	11%	nt

Screening results (PubChem BioAssay)
